FAS TE block: FAS thioesterase domain inhibitors, primary screen, biochemical, fluorescence intensity, uHTS. Fatty acid synthase (Homo sapiens), P49327. recombinant FAS-TE, OMFH fluorogenic substrate, fluorescence endpoint. 0.67% of 360,000 active. inhibition, % at 15 µM;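 active = compounds whose normalised, plate-corrected inhibition of enzyme fluorescence in the single-dose primary screen is 50% or more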;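 note: 0% = DMSO with enzyme and 100% = substrate without enzyme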
eLon inh: inhibitors of E. coli Lon protease, primary screen, biochemical, fluorescence polarization. P0A9M0. inhibition, % at 7.94 µM. 0.42% of 360,000 active. purified E. coli Lon protease; in the data active = inhibition above about 13%, passing the limit was not always enough;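 note: 0% = enzyme with probe and DMSO and 100% = no enzyme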
Target sequence (P0A9M0 whole entry, looked up): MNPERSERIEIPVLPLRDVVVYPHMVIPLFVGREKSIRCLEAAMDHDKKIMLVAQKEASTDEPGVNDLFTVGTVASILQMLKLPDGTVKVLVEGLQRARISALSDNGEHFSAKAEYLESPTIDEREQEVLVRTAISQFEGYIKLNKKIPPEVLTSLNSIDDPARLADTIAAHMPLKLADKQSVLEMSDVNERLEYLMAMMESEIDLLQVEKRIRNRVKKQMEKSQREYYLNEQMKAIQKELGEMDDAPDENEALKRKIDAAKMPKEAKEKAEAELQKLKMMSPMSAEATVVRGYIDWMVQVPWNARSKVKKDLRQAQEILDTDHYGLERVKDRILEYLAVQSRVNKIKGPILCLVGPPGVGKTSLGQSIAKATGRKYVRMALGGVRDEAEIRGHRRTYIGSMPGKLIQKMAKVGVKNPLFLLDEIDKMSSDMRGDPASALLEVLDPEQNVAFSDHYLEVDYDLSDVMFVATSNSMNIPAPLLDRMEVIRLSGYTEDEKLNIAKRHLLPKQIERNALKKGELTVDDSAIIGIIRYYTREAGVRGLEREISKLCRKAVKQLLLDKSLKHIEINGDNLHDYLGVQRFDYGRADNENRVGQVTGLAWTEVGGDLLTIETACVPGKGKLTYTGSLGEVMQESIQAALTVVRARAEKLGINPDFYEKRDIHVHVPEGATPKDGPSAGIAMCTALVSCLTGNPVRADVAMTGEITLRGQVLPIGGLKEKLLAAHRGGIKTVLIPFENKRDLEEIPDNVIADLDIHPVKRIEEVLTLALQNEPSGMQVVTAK
MT1-MMP act inh: blockers of MT1-MMP proenzyme processing, primary screen, HT1080 RFP-PRO-GFP cells, GFP/RFP fluorescence; AID 651647, 2012; 0.061% of 360,000 active; GFP/RFP ratio change, % at 20 µM; Matrix metalloproteinase-14 (Homo sapiens), P50281; GFP/RFP ratio fluorescence, overnight; percent of plate control window, DMSO zero;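 active = GFP/RFP ratio change of at least 30% with cell ATP level not reduced by more than half and red fluorescence within 50% of control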; note: strong numbers were not always called active
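Assay system – RFP-PRO-GFP reporter HT1080 cells · Compound dosing – single dose of 20 µM compound, 1% DMSO final · Incubation – overnight compound exposure at 37 °C · Measure – GFP/RFP fluorescence ratio · Benchmarks – DMSO wells and RFP-L50D-GFP cells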
CSN deneddyl inh: inhibitors of CSN-mediated cullin deneddylation, primary screen, biochemical, fluorescence polarization, uHTS; COP9 signalosome complex subunit 5 (Homo sapiens), Q92905; Purified CSN, SCF-Nedd8-OG deneddylation; inhibition, % at 12.5 µM; 0.38% of 360,000 active;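 active = pattern-corrected inhibition above about 35%, with an unprinted fluorescence ratio check between 0.5 and 1.5, limit read from the data, passing the limit was not always enough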;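 note: 0% = enzyme with substrate and 100% = substrate without enzyme; some results filed as inactive read as strong as hits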
Target sequence (Q92905 whole entry, looked up, one chain of several): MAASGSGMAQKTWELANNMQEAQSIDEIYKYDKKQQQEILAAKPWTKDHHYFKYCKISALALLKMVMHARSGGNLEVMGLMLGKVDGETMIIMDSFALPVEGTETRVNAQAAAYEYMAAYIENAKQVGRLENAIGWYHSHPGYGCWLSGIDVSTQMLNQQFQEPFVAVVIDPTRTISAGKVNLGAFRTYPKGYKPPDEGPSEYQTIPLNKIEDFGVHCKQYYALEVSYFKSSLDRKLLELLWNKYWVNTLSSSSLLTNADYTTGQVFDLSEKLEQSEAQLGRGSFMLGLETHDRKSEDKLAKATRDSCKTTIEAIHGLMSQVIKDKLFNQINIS
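Assay system: Purified human Csn5 enzyme expressed in HEK293T cells | Amount: Enzyme 0.24 nM | Measured by: Fluorescence polarization readout | Medium: Tris/NaCl/DTT buffer, pH 7.5 | Compound dosing: One concentration, 12.5 µM, 0.25% DMSO | Times: 90 min incubation of compound, enzyme and substrate at room temperature | Control set: no-enzyme wells high, enzyme-with-substrate wells low | Read-out: % inhibition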
MsrA inh: bovine MsrA enzyme inhibitors, primary screen, biochemical, absorbance, HTS | inhibition, % at 15.5 µM | purified bovine MsrA, absorbance read-out | 0.75% of 360,000 active; in the data active = inhibition above about 4.5%;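 note: 0% = vehicle wells with enzyme and 100% = reference inhibitor wells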
Rin1-Abl PPI inh: inhibitors of Rin1-Abl protein binding, primary screen, biochemical, TR-FRET. inhibition, % at 7.35 µM. Tyrosine-protein kinase ABL1 (Homo sapiens) + Ras and Rab interactor 1 (Homo sapiens), …. 0.4% of 360,000 active; in the data active = inhibition above about 5%, passing the limit was not always enough
PABP1 MLLE inh: inhibitors of PABP1 MLLE–PAM2 peptide binding, primary screen, biochemical, fluorescence polarization, FITC-PAM2, GST-MLLE; 0.36% of 360,000 active; Polyadenylate-binding protein 1 (Homo sapiens), P11940; inhibition, % at 20 µM; in the data active = inhibition above about 35%, passing the limit was not always enough;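 note: plate controls were DMSO wells with GST-MLLE for no effect and wells lacking GST-MLLE protein for full effect; some results filed as inactive read as strong as hits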
Rpn11 block: Rpn11 (PSMD14) deubiquitinase inhibitors, primary screen, biochemical, fluorescence polarization, uHTS. calls only at 20 µM. 0.59% of 360,000 active. human 26S proteasome, Ub4-pepOG fluorescence polarization; 20S core pre-blocked with epoxomicin. 26S proteasome non-ATPase regulatory subunit 14 (Homo sapiens), O00487;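 active = inhibition at 20 µM, scaled to each plate's controls, above about 33%, limit read from the data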
MsrA act: bovine MsrA enzyme activators, primary screen, biochemical, absorbance, HTS | Methionine sulfoxide reductase A (Bos taurus) | purified bovine MsrA, absorbance read-out | activation, % at 10.6 µM | 0.3% of 360,000 active | AID 602163, 2012; in the data active = activation above about 7.5%;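 note: 0% = vehicle and 100% = reference activator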
The depositor's hits bear a star.

Screening Cc1ccc2c(CC(=O)N(C)c3c(N)n(Cc4ccccc4)c(=O)[nH]c3=O)coc2c1 returned FAS TE block -7.5, eLon inh 12.3, MT1-MMP act inh -1.5, CSN deneddyl inh -5.0, MsrA inh -0.9, Rin1-Abl PPI inh -2.2, PABP1 MLLE inh 2.5, Rpn11 block inactive and MsrA act -1.9.
For CCC(C(=O)N1CCN(S(=O)(=O)c2sc(C(=O)O)c(C)c2C(=O)O)CC1)c1ccccc1 (centres undefined) the results were FAS TE block -10.9, eLon inh -5.2, MT1-MMP act inh -0.9, CSN deneddyl inh -1.6, MsrA inh 1.1, Rin1-Abl PPI inh 1.1, PABP1 MLLE inh 14.5, Rpn11 block inactive and MsrA act -1.4.
`CCSc1nnc(NC(=O)CSc2nnc(C)c(=O)n2N)s1` gave FAS TE block -2.6, eLon inh 5.8, MT1-MMP act inh 1.2, CSN deneddyl inh 4.3, MsrA inh 1.3, Rin1-Abl PPI inh -1.9, PABP1 MLLE inh 1.4, Rpn11 block inactive and MsrA act -3.5.
Screening CCCNC(=O)c1cc(C2CCCN(C(=O)c3cc(F)ccc3C)C2)on1 (centres undefined) returned FAS TE block -7.0, eLon inh -3.4, MT1-MMP act inh -1.4, CSN deneddyl inh -1.1, MsrA inh -0.7, Rin1-Abl PPI inh 0.2, PABP1 MLLE inh -0.2, Rpn11 block inactive and MsrA act -1.3.
CSc1nc2[nH]ncc2c(=O)[nH]1 was read as FAS TE block -5.2, eLon inh 3.4, MT1-MMP act inh 3.6, CSN deneddyl inh -9.5, MsrA inh -0.3, Rin1-Abl PPI inh 2.7, PABP1 MLLE inh 29.0, Rpn11 block inactive and MsrA act -8.6.
Screening Cc1ccc(-n2c(C)nc3c(cnn3-c3ccc(F)cc3)c2=O)cc1C returned FAS TE block 9.9, eLon inh 0.5, MT1-MMP act inh -1.8, CSN deneddyl inh 1.2, MsrA inh -0.9, Rin1-Abl PPI inh -1.8, PABP1 MLLE inh 3.6, Rpn11 block inactive and MsrA act -3.7.
Screening O=C(O)CSc1nccc2ccccc12 returned FAS TE block -3.2, eLon inh -5.4, MT1-MMP act inh -0.5, CSN deneddyl inh 0.9, MsrA inh 0.9, Rin1-Abl PPI inh -3.0, PABP1 MLLE inh 8.6, Rpn11 block inactive and MsrA act -2.0.
For CCc1nc2ccc(C(=O)NCCN3CCOCC3)cn2c1N(C=O)Cc1ccc(OC)cc1 the results were FAS TE block -10.7, eLon inh -5.5, MT1-MMP act inh 2.8, CSN deneddyl inh 6.2, MsrA inh 0.8, Rin1-Abl PPI inh 0.7, PABP1 MLLE inh 9.6, Rpn11 block inactive and MsrA act 0.6.
Screening C=CCn1c(C)cc(C(=O)CSc2nnc(-c3cccc(S(=O)(=O)N(CC)CC)c3)o2)c1C returned FAS TE block -1.4, eLon inh 2.3, MT1-MMP act inh -5.4, CSN deneddyl inh 8.2, MsrA inh 1.6, Rin1-Abl PPI inh -4.6, PABP1 MLLE inh -97.3, Rpn11 block inactive and MsrA act -4.7.
For O=C(COc1coc(CN2CCN(c3ccccc3)CC2)cc1=O)NCC1CCCO1 (centres undefined) the results were FAS TE block -7.7, eLon inh -3.0, MT1-MMP act inh 0.3, CSN deneddyl inh -1.0, MsrA inh -0.6, Rin1-Abl PPI inh 1.5, PABP1 MLLE inh 8.3, Rpn11 block inactive and MsrA act -2.0.
For CCN(CC)S(=O)(=O)c1ccc2c(c1)nc(CCC(=O)Nc1cccc(C(F)(F)F)c1)n2CC the results were FAS TE block 19.7, eLon inh 13.0, MT1-MMP act inh -9.5, CSN deneddyl inh 5.8, MsrA inh -0.2, Rin1-Abl PPI inh -0.4, PABP1 MLLE inh 6.9, Rpn11 block inactive and MsrA act 0.1.
CCOc1ccc(CCN2C(=O)C(=O)N([C@@H](Cc3ccccc3)CN3CCC[C@@H]3CN3C(=O)C(=O)NC[C@@H]3Cc3ccc(O)cc3)C[C@@H]2Cc2ccccc2)cc1 was read as FAS TE block -0.1, eLon inh 0.5, MT1-MMP act inh 4.7, CSN deneddyl inh 0.4, MsrA inh 1.5, Rin1-Abl PPI inh 4.2, PABP1 MLLE inh 6.7, Rpn11 block inactive and MsrA act -6.5.

Pulled one by one from the list above, two records:
CCOc1ccc(CCN2C(=O)C(=O)N([C@@H](Cc3ccccc3)CN3CCC[C@@H]3CN3C(=O)C(=O)NC[C@@H]3Cc3ccc(O)cc3)C[C@@H]2Cc2ccccc2)cc1 was read as FAS TE block -0.1, eLon inh 0.5, MT1-MMP act inh 4.7, CSN deneddyl inh 0.4, MsrA inh 1.5, Rin1-Abl PPI inh 4.2, PABP1 MLLE inh 6.7, Rpn11 block inactive and MsrA act -6.5.
For CCc1nc2ccc(C(=O)NCCN3CCOCC3)cn2c1N(C=O)Cc1ccc(OC)cc1 the results were FAS TE block -10.7, eLon inh -5.5, MT1-MMP act inh 2.8, CSN deneddyl inh 6.2, MsrA inh 0.8, Rin1-Abl PPI inh 0.7, PABP1 MLLE inh 9.6, Rpn11 block inactive and MsrA act 0.6.

Next section:
`CCN1CCN(CCNC(=O)c2ccc3nc(-c4cccc(C)c4)c(-c4cccc(C)c4)nc3c2)CC1` gave FAS TE block 9.0, eLon inh -10.9, MT1-MMP act inh 0.1, CSN deneddyl inh 1.3, MsrA inh 0.3, Rin1-Abl PPI inh -2.5, PABP1 MLLE inh 2.7, Rpn11 block inactive and MsrA act 0.7.
For Cc1ccc(NC(=O)C2CCCN(S(=O)(=O)c3c(C)noc3C)C2)cc1 (centres undefined) the results were FAS TE block 4.1, eLon inh 0.1, MT1-MMP act inh 1.1, CSN deneddyl inh -0.2, MsrA inh 0.4, Rin1-Abl PPI inh -2.3, PABP1 MLLE inh 12.9, Rpn11 block inactive and MsrA act -2.6.
Screening O=C(O)c1cccc(Nc2ccc3nonc3c2[N+](=O)[O-])c1 returned FAS TE block -0.9, eLon inh 3.9, MT1-MMP act inh 5.4, CSN deneddyl inh -0.3, MsrA inh 0.1, Rin1-Abl PPI inh -3.6, PABP1 MLLE inh -15.2, Rpn11 block inactive and MsrA act -1.9.
`CCOC(=O)N1CCN(C(=O)CN2C(=O)COc3ccc(C)cc32)CC1` gave FAS TE block -8.4, eLon inh 3.3, MT1-MMP act inh -5.0, CSN deneddyl inh -0.3, MsrA inh -0.9, Rin1-Abl PPI inh -2.6, PABP1 MLLE inh 0.5, Rpn11 block inactive and MsrA act -9.3.
For COC(=O)c1sccc1NC(=O)Nc1ccccc1C the results were FAS TE block 3.5, eLon inh -3.7, MT1-MMP act inh -3.3, CSN deneddyl inh -2.2, MsrA inh -0.7, Rin1-Abl PPI inh -4.5, PABP1 MLLE inh -0.4, Rpn11 block inactive and MsrA act -3.2.
COc1cccc(-c2cc(C(=O)N3CC4(C)CC3CC(C)(C)C4)no2)c1 (centres undefined) was read as FAS TE block 38.6, eLon inh -2.6, MT1-MMP act inh -8.0, CSN deneddyl inh -6.0, MsrA inh 0.2, Rin1-Abl PPI inh -1.3, PABP1 MLLE inh 12.8, Rpn11 block inactive and MsrA act -7.7.
For Cc1cc2c(cc(C(=O)OCC(=O)NCc3cccs3)n2C(C)C)o1 the results were FAS TE block 12.6, eLon inh -0.2, MT1-MMP act inh -2.3, CSN deneddyl inh 0.7, Rin1-Abl PPI inh 5.8, PABP1 MLLE inh -7.3, Rpn11 block inactive and MsrA act -8.8.
CSc1nc(O)c(N=Nc2ccc(F)cc2F)c(=O)[nH]1 was read as FAS TE block -4.1, eLon inh -14.2, MT1-MMP act inh 1.1, CSN deneddyl inh -2.5, MsrA inh 2.1, Rin1-Abl PPI inh -2.9, PABP1 MLLE inh -15.2, Rpn11 block inactive and MsrA act -2.8.
Cc1ccc(NC(=O)COC(=O)CC2CC3CCC2C3)cc1S(=O)(=O)N1CCOCC1 (centres undefined) was read as FAS TE block 21.5, eLon inh -1.0, MT1-MMP act inh -0.6, CSN deneddyl inh 1.0, MsrA inh 1.3, Rin1-Abl PPI inh 3.6, PABP1 MLLE inh -19.2, Rpn11 block inactive and MsrA act -4.3.
`COc1cccc(C(O)c2nc3ccccc3n2C(C)C)c1` (centres undefined) gave FAS TE block -9.8, eLon inh 1.5, MT1-MMP act inh 5.6, CSN deneddyl inh -4.5, MsrA inh 1.6, Rin1-Abl PPI inh 4.1, PABP1 MLLE inh -7.0, Rpn11 block inactive and MsrA act -8.3.
Cc1ccc(NC(=O)CN2C(=O)NC3(CCCCC3C)C2=O)cc1S(=O)(=O)N1CCOCC1 (centres undefined) was read as FAS TE block -4.2, eLon inh 5.6, MT1-MMP act inh 3.3, CSN deneddyl inh 0.7, MsrA inh 0.8, Rin1-Abl PPI inh 1.0, PABP1 MLLE inh -5.8, Rpn11 block inactive and MsrA act -2.6.
`Cc1[nH]c2c(C)cccc2c1CCNC(=O)C1CCCCC1C(=O)OCC(F)(F)F` (centres undefined) gave FAS TE block 7.3, eLon inh -7.5, MT1-MMP act inh -0.5, CSN deneddyl inh 3.1, MsrA inh 1.3, Rin1-Abl PPI inh 4.1, PABP1 MLLE inh -1.1, Rpn11 block inactive and MsrA act 7.5.
For Cc1cc(C)c(NC(=O)CN2C(=O)NC3(CCCc4ccccc43)C2=O)c(Cl)c1 (centres undefined) the results were FAS TE block 1.1, eLon inh -7.4, MT1-MMP act inh 0.6, CSN deneddyl inh -0.9, MsrA inh -0.3, Rin1-Abl PPI inh -2.8, PABP1 MLLE inh -5.7, Rpn11 block inactive and MsrA act -2.7.
Screening CC(C)c1cccc(C2=CC(=O)C[C@H](c3ccc(F)cc3)C2)c1 returned FAS TE block 33.8, eLon inh -10.9, MT1-MMP act inh 1.9, CSN deneddyl inh -2.1, MsrA inh 1.1, Rin1-Abl PPI inh -2.1, PABP1 MLLE inh 0.5, Rpn11 block inactive and MsrA act -1.9.
O=C(NC1CCN(Cc2ccccc2)C1)c1cccc(S(=O)(=O)N2CCOCC2)c1 (centres undefined) was read as FAS TE block -2.7, eLon inh -10.1, MT1-MMP act inh -4.1, CSN deneddyl inh 1.3, MsrA inh -0.4, Rin1-Abl PPI inh 5.5, PABP1 MLLE inh 4.4, Rpn11 block inactive and MsrA act -1.5.
COc1cccc(CN2CCC2(C)C(=O)NCCc2ccccn2)c1OC (centres undefined) was read as FAS TE block -8.6, eLon inh -4.5, MT1-MMP act inh -0.4, CSN deneddyl inh -3.5, MsrA inh 0.2, Rin1-Abl PPI inh -2.4, PABP1 MLLE inh 1.2, Rpn11 block inactive and MsrA act -1.2.
Screening CSc1nn2c(C(F)(F)F)cc(C(F)(F)F)nc2c1C(=O)O returned FAS TE block -5.7, eLon inh -3.7, MT1-MMP act inh 2.2, CSN deneddyl inh 0.3, MsrA inh 0.1, Rin1-Abl PPI inh -2.2, PABP1 MLLE inh 4.9, Rpn11 block inactive and MsrA act -3.6.

Assay outcomes deposited in PubChem BioAssay by several laboratories.
